C1s inh: complement C1s protease inhibitors, primary screen, biochemical, 10-compound mixtures | Complement C1s subcomponent (Homo sapiens), P09871 | mean inhibition % of two 10-compound mixtures (hits give high values), % at 5 µM (by protocol) | AID 538, 2006 | 0.16% of 62,000 active | purified C1s, fluorogenic AMC substrate, pooled mixtures;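 active = inhibition above 20% in each of the two 10-compound mixture wells holding the compound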;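 also: 0% = enzyme wells lacking compound mixture and 100% = no-enzyme blank wells; some compounds called inactive have numbers as strong as hits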
Target sequence (P09871 16-437 limits assumed): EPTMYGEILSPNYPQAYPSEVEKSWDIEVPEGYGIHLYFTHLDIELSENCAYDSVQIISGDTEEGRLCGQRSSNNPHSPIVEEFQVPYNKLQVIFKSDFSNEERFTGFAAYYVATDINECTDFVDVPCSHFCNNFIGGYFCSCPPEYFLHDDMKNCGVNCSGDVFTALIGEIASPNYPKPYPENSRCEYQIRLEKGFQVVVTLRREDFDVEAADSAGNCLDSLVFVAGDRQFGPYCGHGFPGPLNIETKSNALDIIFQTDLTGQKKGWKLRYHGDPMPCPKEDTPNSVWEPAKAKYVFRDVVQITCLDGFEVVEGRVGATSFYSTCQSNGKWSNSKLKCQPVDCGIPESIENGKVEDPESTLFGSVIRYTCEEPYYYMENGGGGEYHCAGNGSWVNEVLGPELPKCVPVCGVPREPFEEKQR
Target sequence (P09871 438-688 limits assumed): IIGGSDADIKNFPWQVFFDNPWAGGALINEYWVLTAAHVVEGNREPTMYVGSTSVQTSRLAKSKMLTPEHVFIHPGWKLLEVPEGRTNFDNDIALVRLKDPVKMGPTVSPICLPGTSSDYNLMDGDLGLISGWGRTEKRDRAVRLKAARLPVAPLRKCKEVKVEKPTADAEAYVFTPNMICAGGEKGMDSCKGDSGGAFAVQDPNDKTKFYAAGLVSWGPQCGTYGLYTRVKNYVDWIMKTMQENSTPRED
FXIIa inh mix: human factor XIIa inhibitors, primary screen, biochemical, pooled compound mixtures, fluorogenic substrate | 0.2% of 62,000 active | inhibition, % at 5 µM | purified FXIIa;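 also: 0% = enzyme without compound and 100% = no enzyme blank; some results filed as inactive read as strong as hits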
FXIa inh mix: FXIa protease inhibitors in compound pools, primary screen, biochemical, 10-compound mixtures; purified FXIa, fluorogenic substrate, pooled mixtures; inhibition, % at 5 µM; 0.19% of 62,000 active;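 also: each value is inhibition by a whole ten-compound pool holding the compound; 0% = enzyme with no mixture and 100% = wells lacking enzyme; strong numbers were not always called active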
Cathepsin G inh: human cathepsin G inhibitors, primary screen, biochemical, pooled compound mixtures, AMC fluorescence; P08311; purified enzyme, AMC-tetrapeptide fluorescence; inhibition, % at 5 µM (by protocol); 0.2% of 62,000 active;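 active = inhibition above 20% in each of the two mixture wells holding the compound; inactive = inhibition of 20% or less in either well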;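 also: 0% = enzyme control without mixture and 100% = blank lacking enzyme; strong numbers were not always called active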
Target sequence (P08311 21-244 limits assumed): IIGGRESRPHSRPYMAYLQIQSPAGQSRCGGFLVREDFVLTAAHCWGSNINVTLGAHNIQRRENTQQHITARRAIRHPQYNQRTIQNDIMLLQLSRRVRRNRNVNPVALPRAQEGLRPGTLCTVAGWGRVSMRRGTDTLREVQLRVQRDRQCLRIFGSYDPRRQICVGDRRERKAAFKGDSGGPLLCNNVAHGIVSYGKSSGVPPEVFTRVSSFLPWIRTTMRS
CatB block: human cathepsin B inhibitors, primary screen, biochemical, fluorogenic substrate; AID 453, 2006; 0.1% of 63,000 active; P07858; inhibition, %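 (tested at 10 µM)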; purified cathepsin B, fluorescence; in the data active = inhibition above about 21%;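 also: 0% = enzyme with no compound and 100% = no enzyme blank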
Abs 340nm: compound light absorbance at 340 nm, profiling panel, artefact control, biochemical, MLSMR library, data from PS, PMK, MK assays; compound absorbance at 340 nm, fold over control; fold change at 10 µM; 65,000 tested, under 10 active; AID 708, 2007;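 active = at 10 µM dose, initial 340 nm absorbance at least 2 fold that of control wells; inactive = change under 2 fold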;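 also: initial absorbance extrapolated from kinetic A340 decline of NADH oxidation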
CatB mix inh: cathepsin B inhibitors from pooled compounds, primary screen, biochemical, compound mixtures, AMC fluorescence. P07858. inhibition, %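 (ten-compound pools at 5 µM per compound and 50 µM total)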. 0.06% of 62,000 active. AID 488, 2006. Purified cathepsin B, AMC dipeptide fluorescence; in the data active = inhibition above about 22%, passing the limit was not always enough; inconclusive = no clear call, values can overlap the other calls;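 also: 0% = enzyme without compound and 100% = no enzyme blank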
CatS block: inhibitors of human cathepsin S, biochemical, compound mixtures; recombinant cathepsin S, AMC dipeptide fluorescence, pooled mixtures; 0.06% of 62,000 active; P25774; inhibition, %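 (tested at 5 µM per compound within 10-compound mixtures)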; in the data active = inhibition above about 32%, passing the limit was not always enough; inconclusive = no clear call, values can overlap the other calls;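 also: 0% = enzyme without compound and 100% = blank without enzyme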
CatL block: inhibitors of human cathepsin L, biochemical; Procathepsin L (Homo sapiens), P07711; AID 460, 2006; purified cathepsin L, fluorogenic substrate, fluorescence; 0.17% of 58,000 active; inhibition, %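 (tested at 10 µM)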; in the data active = inhibition above about 45%;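 also: 0% = enzyme with no compound and 100% = no enzyme blank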
* marks the source's active call; other numbers are inactive results; u = inconclusive; x = no result given. Rule as the data show it, unless noted: active = inhibition above about 20% (passing the limit was not always enough); inactive = the rest.

SMILES	C1s inh	FXIIa inh mix	FXIa inh mix	Cathepsin G inh	CatB block	Abs 340nm	CatB mix inh	CatS block	CatL block
Cc1cc(=O)oc2c(N)c(O)ccc12	-2	-8	6	-1	-1	1.1	7	19	6
CN(C)S(=O)(=O)c1ccc(C(=O)Oc2cc(=O)[nH]c3ccccc23)cc1	-19	4	10	3	-1	1	-4	6	-1
Cc1ccccc1N(C(=O)CCC(=O)Nc1ccccn1)C(C(=O)NC(C)C)c1ccc(O)cc1 (stereo not given)	0	1	4	-2	4	1	1	-3	0
Cc1ccc(S(=O)(=O)c2c(N)n(/N=C/c3ccco3)c3nc4ccccc4nc23)cc1C	-13	8	-2	4	-1	1.1	-6	-3	-49
O=C1c2ccccc2-c2ncnc3cccc1c23	6	-3	2	4	-2	1.1	-1	11	2
CCN(CC)P1(=O)OC(c2cc(OC)c(OC)c(OC)c2)=Nc2c1c(C)nn2-c1ccccc1 (stereo not given)	-6	12	2	-4	0	1.1	5	23	6
COc1ccc(-n2nnnc2SCC(=O)c2ccc(OC)c(OC)c2)cc1	-28	10	4	-10	1	1	10	13	15
COc1cc(NS(=O)(=O)c2ccc(NC(=O)COc3ccccc3C)cc2)nc(OC)n1	-74	2	-8	-16	-3	1	-8	-20	-10
CC(=O)OC(C(=O)NC1CCCCC1)c1ccc(C)cc1 (stereo not given)	-4	-22	3	-1	-1	0.98	-6	-6	-3
Cc1ccc(S(=O)(=O)N2CCCC(NC(=O)N3CCN(c4ccccc4)CC3)C2)cc1 (stereo not given)	2	3	6	1	-3	1	-5	-9	-14
CSc1nc(NC(C)(C)C)nc(Oc2ccc(=O)[nH]n2)n1	11	4	7	12	2	0.98	5	9	1
Cc1ccc(S(=O)(=O)N2CCCC2C(=O)Nc2ccc(O)cc2)cc1 (stereo not given)	4	4	1	7	0	1	3	0	-6
O=C(Cc1cccs1)N1CCN(c2nc(-c3ccc(Cl)cc3)cs2)CC1	6	9	6	9	5	1	4	3	17
CC/C(=C\C(=O)c1cccnc1)Nc1ccc(C)c(C)c1	6	13	0	12	3	1.1	-5	0	-2
Cc1ccc(N2C(=O)CSC2c2cccs2)cc1 (stereo not given)	-8	-8	1	-1	-3	0.99	-5	-10	1
Cc1noc(/C=C/N(C)C)c1S(=O)(=O)N1CCCC(C(=O)NC(C)c2ccccc2)C1 (stereo not given)	3	-1	1	8	5	1.2	1	6	x
O=C(Nc1cccc(NC(=O)c2ccc(Br)o2)n1)c1ccc(Br)o1	1	8	2	7	1	1.1	3	1	6
COc1ccc(N2CCN(C(=O)CSc3nnc4n3C(C)(C)Cc3ccccc3-4)CC2)cc1	-7	3	3	9	3	0.99	2	5	12
CCN(CCNC(=O)Cn1c(=O)sc2ccccc21)c1ccccc1	6	11	46	12	0	1.1	35	-4	-1
CCc1nc2ccccc2n1Cc1ccc(OC)c(OC)c1	-28	7	3	12	2	1	3	13	x
c1ccc(-c2ccc(-n3ccnc3)cc2)cc1	11	10	5	10	5	1	5	-2	11
COc1ccc(NC(=O)c2cccs2)cc1OC	-51	0	28	6	-6	1.1	33	3	40
Cc1cc(C(=O)OCC(=O)N2CCN(c3ccccc3)CC2)c2ccccc2n1	1	-3	8	-1	-7	1	6	9	-12
Cc1ccc(C(=O)O)cc1S(=O)(=O)N1CCSCC1	12	7	9	10	2	1	3	-2	-5
COc1ccc(OC)c(-c2cc(C(=O)NCc3cccs3)no2)c1	-4	5	9	16	3	0.98	3	-8	-28
The list goes on:
SMILES	C1s inh	FXIIa inh mix	FXIa inh mix	Cathepsin G inh	CatB block	Abs 340nm	CatB mix inh	CatS block	CatL block
CCn1c2ccccc2c2nnc(SCC(=O)OCN3C(=O)c4ccccc4C3=O)nc21	10	-21	5	9	4	1.1	2	-3	4
COc1cc2c(cc1OC)C(C(=O)N1CCOCC1)C(c1cccs1)N(C)C2=O (stereo not given)	18	11	8	10	1	0.98	5	-26	-2
O=C(NCC(=O)N(c1ccccc1)C(C(=O)NCC1CCCO1)c1ccccc1)c1ccco1 (stereo not given)	10	10	5	9	3	1	6	-1	9
COc1ccccc1-c1nc(-c2ccncc2)no1	-8	13	1	2	-1	1	-3	-28	-6
c1ccc(-c2cc3c(-n4cccc4)ncnc3o2)cc1	-4	9	9	7	2	1.1	2	2	-24
CCn1c(-c2ccco2)nc2ccccc21	3	5	4	7	2	1	1	-7	8
CC(C)CCNC(=O)NC(=O)CSc1nnc(COc2ccccc2Cl)o1	-10	8	-10	-44	5	0.99	2	4	10
COc1ccc(C2(CNC(=O)c3ccc(Br)o3)CCOCC2)cc1	1	2	12	11	6	1	5	7	19
O=C(NC1CCCC1)C1C2C=CC3(CN(Cc4cccs4)C(=O)C13)O2 (stereo not given)	12	1	3	12	10	1	-3	10	7
Cc1ccccc1C(=O)Nc1nnc(-c2ccc(F)cc2)o1	-4	-19	-5	-2	0	1	1	-4	x
Cc1ccc(-n2c(C)c3c(C)nnc(C)c3c2C)cc1	-5	-11	22	3	1	0.99	1	9	18
CCc1nc2ccccc2n1CCC(C)C	5	4	5	6	3	0.99	1	-25	7
CCOc1ccc(C(=O)CN2CCN(S(=O)(=O)c3ccc(OC)cc3)CC2)cc1	-1	7	-2	4	0	1	-8	-6	-2
O=C(CCCCn1c(=O)[nH]c2ccsc2c1=O)NCc1cccnc1	13	2	19	27	0	0.99	25*	2	-1
CCOC(=O)C(C)Oc1cccc2c(=O)n(CC(=O)N3CCN(C(=O)OCC)CC3)ccc12 (stereo not given)	-37	8	-33	-26	-2	1.1	-18	-22	16
Cc1cc(CN2CCN(CCC#N)CC2)c(O)c(C2(C)CCCCC2)c1	-18	-3	1	-8	4	1	4	1	4
CC1CCN(C(=O)CSc2nc3cccnc3n2C)CC1	-1	-5	4	1	-2	0.96	-2	11	6
Cc1cnc(C(=O)OCC(=O)N2CCN(C(=O)c3ccco3)CC2)cn1	-2	5	2	-5	8	0.98	4	7	-4
CCOC(=O)c1sc(C)c2c(=O)n(CCCN3CCOCC3)cnc12	8	5	10	3	0	1.1	-1	-2	-8
Cc1c(NC(=O)CN2CCCc3ccccc32)c(=O)n(-c2ccccc2)n1C	-2	1	4	1	8	1	1	15	x
Cc1cccc(N(C)S(=O)(=O)c2ccc3[nH]c(=O)c(=O)[nH]c3c2)c1	-12	2	4	-4	0	1	2	2	-9
CCc1cc2c(=O)n(C(C)C(=O)OC3CCCCC3)cnc2s1 (stereo not given)	-3	10	2	-2	2	0.99	3	8	6
Cc1c(Cl)ccc2c1NC(=O)[C@]21[C@@H]2C(=O)N(Cc3ccccc3)C(=O)[C@@H]2[C@@H]2CCCN21	1	8	-1	5	-1	1	-3	-8	25
O=C1CN(C(=O)COC(=O)Cc2ccsc2)c2ccccc2N1	12	7	11	12	1	1	-1	2	x
CCc1sc(NC(=O)CN2CCOCC2)nc1-c1ccccc1	2	-5	4	-1	1	1.1	5	2	12

The closing four entries of the part above lead into the next.
SMILES	C1s inh	FXIIa inh mix	FXIa inh mix	Cathepsin G inh	CatB block	Abs 340nm	CatB mix inh	CatS block	CatL block
CCc1cc2c(=O)n(C(C)C(=O)OC3CCCCC3)cnc2s1 (stereo not given)	-3	10	2	-2	2	0.99	3	8	6
Cc1c(Cl)ccc2c1NC(=O)[C@]21[C@@H]2C(=O)N(Cc3ccccc3)C(=O)[C@@H]2[C@@H]2CCCN21	1	8	-1	5	-1	1	-3	-8	25
O=C1CN(C(=O)COC(=O)Cc2ccsc2)c2ccccc2N1	12	7	11	12	1	1	-1	2	x
CCc1sc(NC(=O)CN2CCOCC2)nc1-c1ccccc1	2	-5	4	-1	1	1.1	5	2	12
O=C(CCn1c(=O)oc2ccccc21)N1CCN(c2ccccc2Cl)CC1	-15	6	4	-8	4	1	3	u	1
CCc1[nH]nc2c1C(C(C)C)C(C#N)=C(N)O2 (stereo not given)	7	-1	0	4	4	0.99	4	17	27
CS(=O)(=O)N1CCC(C(=O)Nc2ccc(OCc3ccccc3)cc2)CC1	0	-5	5	-1	-3	1	-3	-8	-4
COc1ccc(Cn2nnnc2C(c2cccs2)N2CCN(c3ccccc3)CC2)cc1 (stereo not given)	-1	9	6	3	0	1	-2	-7	2
Cc1ccc(NC(=O)c2cc(-c3ccc(C)o3)nc3ccccc23)nc1	-5	16	4	0	-2	1	7	-5	-140
COc1cc(Cn2c(C(=O)O)cc3sccc32)cc(OC)c1OC	14	3	5	11	-2	0.99	4	1	7
CC(=O)Nc1ccc(S(=O)(=O)NC(CC(=O)NC2CCCCC2C)C(C)C)cc1 (stereo not given)	2	4	14	26	2	1.1	-1	15	10
CCCc1cc(=O)[nH]c(SC(CC)C(=O)Nc2ccccc2C#N)n1 (stereo not given)	-16	-19	2	-15	4	1.1	6	15	2
CC(C)n1c2ccccc2c2nc3ccccc3nc21	-18	-19	0	-7	1	1.1	-2	0	-6
O=C(Nc1ccc(-c2nc3ncccc3o2)cc1)c1ccco1	-9	-17	-4	-1	5	1.4	1	12	12
CCOc1ccc2nc(SCC(=O)NCc3ccco3)sc2c1	-22	5	-5	4	1	1	-5	-5	x
CCOC(=O)C1CCN(C(=O)Cn2cc3c(n2)CCC(C)C3)CC1 (stereo not given)	-4	3	6	-4	5	1.1	2	18	x
O=C(Cn1cnc2c(nnn2-c2ccccc2)c1=O)NCCc1ccccc1	12	9	7	11	3	1.1	3	17	19
O=C(c1c(F)cccc1F)N(Cc1ccccn1)C1CCCC1	-61	8	-8	-14	8	0.99	3	13	11
CC1CCN(CCCNC(=O)CN2CCN(Cc3ccc(Cl)cc3)C2=O)CC1	-22	5	10	27	0	1	-1	16	x
COc1ccc(CCNC(=O)c2cc(-c3ccccc3O)n[nH]2)cc1OC	1	2	3	8	0	0.96	2	0	3
Cc1cc(=O)n2[nH]c(C)c(-c3ccccc3)c2n1	-41	-8	-3	1	2	1.1	-4	-1	20
CCC(=O)NC(C)C(c1cccs1)N1CCOCC1 (stereo not given)	-3	2	9	-1	0	1.1	-1	0	2
COc1ccc(N(C)C(=O)CC2(CC(=O)O)CCCCC2)cc1	1	3	7	-1	6	1	1	8	3
CCOc1ccc(-n2c(SCC(=O)Nc3nccs3)nc3c(c2=O)SCC3)cc1	-20	5	2	7	4	1.1	5	-1	11
CN1CCN(S(=O)(=O)c2ccc(NC(=O)c3cccc(S(=O)(=O)N4CCCC4)c3)cc2)CC1	1	5	8	0	0	1.1	-2	15	-3
O=C(Cc1c(C(=O)O)[nH]c2ccccc12)Nc1ccc2c(c1)OCO2	-11	1	0	8	2	1	1	15	15
O=C(Cn1nnc(-c2ccc(Cl)cc2)n1)NC1CCN(Cc2ccccc2)CC1	4	10	8	-3	-5	1	5	0	3
COC(=O)C1=C(N)Oc2cc(C)n(CCCn3ccnc3)c(=O)c2C1c1cccc(Cl)c1 (stereo not given)	3	2	4	2	-6	1	4	4	8
CC(C)C(NC(=O)c1ccccc1)C(=O)NC1=NCCS1 (stereo not given)	21	0	8	11	0	1	5	-24	-4
Cc1cccc(OCC(=O)Nc2ccc(N3CCN(S(C)(=O)=O)CC3)cc2)c1	-18	12	6	7	2	0.99	0	-14	12
CCSc1nc2c(c(=O)[nH]c(=O)n2C)n1Cc1ccc(Cl)cc1	-31	2	-6	-7	-2	0.98	-4	-3	15
CCC(C)c1c(O)nc(SCC(=O)N2CCOCC2)[nH]c1=O (stereo not given)	4	5	4	0	3	1	-1	-1	2
Oc1ccc(N2CCN(C(c3ccncc3)c3nnnn3C3CCCC3)CC2)cc1 (stereo not given)	-20	-12	17	1	-4	1	9	16	-3

High-throughput results from PubChem BioAssay.

These rows are one share of the data, so the mix of outcomes need not match the whole.
